Bioassay records from PubChem.
AmpC detergent – qHTS Inhibitors of AmpC Beta-Lactamase (assay with detergent); AmpC hydrolysis of nitrocefin, absorbance 480 nm, 0.01% Triton; Potency, µM (titrated, usually from 114 µM), without a hit: at the highest dose activity change, negative = inhibition, most hits filed as inhibitors; actives 0.041% (n = 370,000); AID 485294, 2010;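 also: potency is read from the fitted curve at half-maximal effect; 0% = no-compound wells and -100% = no-enzyme wells; nearly all actives have a fitted effect of over 25% in size; some results filed as inactive show a strong effect at the top dose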
Target sequence (P00811 whole entry, looked up): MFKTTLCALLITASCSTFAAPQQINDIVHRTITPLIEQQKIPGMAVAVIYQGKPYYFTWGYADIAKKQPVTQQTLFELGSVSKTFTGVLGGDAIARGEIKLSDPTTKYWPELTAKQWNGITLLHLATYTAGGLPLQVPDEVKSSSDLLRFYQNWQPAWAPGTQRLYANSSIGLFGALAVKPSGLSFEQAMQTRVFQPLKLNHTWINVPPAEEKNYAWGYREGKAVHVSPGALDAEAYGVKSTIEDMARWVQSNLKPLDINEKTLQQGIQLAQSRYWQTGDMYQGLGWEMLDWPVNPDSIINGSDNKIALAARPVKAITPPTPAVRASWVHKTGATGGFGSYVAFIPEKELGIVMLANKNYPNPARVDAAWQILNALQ
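20 mM phosphate pH 7.0 + 0.01% (detergent screen) or 0.0001% Triton X-100; 5.3 nM AmpC reagent; cpd preinc 15 min RT; nitrocefin (800 uM stock) to start; A480 q20 s × 4 min; Activity was normalised to no-enzyme and no-compound control wells.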
Shiga inhibitor – A qHTS for Small Molecule Inhibitors of Shiga Toxin; inhibition, % at 38.7 µM; actives 9.2% (n = 290,000); Vero cells, Shiga toxin protein synthesis inhibition reporter; in the data active = inhibition mostly above about 28%, no sharp cut-off; inactive = mostly below about 43%; also: 0% is about no effect
Giardia FBPA inh – qHTS Assay for Inhibitors of Fructose-1,6-bisphosphate Aldolase from Giardia Lamblia; A8B2U2; purified Giardia FBPA; Potency, µM (titrated, usually from 59.6 µM), for the others: at the top dose activity, negative = inhibition, hits mostly inhibitors; actives 0.71% (n = 290,000); AID 2451, 2010; also: potency is read from the fitted curve at half-maximal effect; % is scaled to controls: 0 for no effect and ±100 for the full control effect; nearly all actives have a fitted effect of over 55% in size
Target sequence (A8B2U2 whole entry, looked up): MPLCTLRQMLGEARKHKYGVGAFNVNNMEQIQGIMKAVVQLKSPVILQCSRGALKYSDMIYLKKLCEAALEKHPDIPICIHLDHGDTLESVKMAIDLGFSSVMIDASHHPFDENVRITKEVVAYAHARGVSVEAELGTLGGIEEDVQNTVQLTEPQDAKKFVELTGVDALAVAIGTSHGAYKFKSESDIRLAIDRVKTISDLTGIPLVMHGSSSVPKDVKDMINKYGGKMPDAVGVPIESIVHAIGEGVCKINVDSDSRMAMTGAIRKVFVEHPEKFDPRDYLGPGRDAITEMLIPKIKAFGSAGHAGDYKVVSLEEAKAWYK
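40 nM FBPA preincubated 10 min at RT with compound (up to 57.5 uM final), then substrate plus GAPDH/TPI/NAD/arsenate coupling and diaphorase/resazurin added. Fluorescence read after 20 min at RT, 525/598 nm.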
AmpC no deterg – qHTS Inhibitors of AmpC Beta-Lactamase (assay without detergent); Potency, µM (doses to about 57.1 µM), for inactives: at the top dose activity change, negative = inhibition, most hits filed as inhibitors; AmpC nitrocefin hydrolysis, absorbance 480 nm, 0.0001% Triton; AID 485341, 2010; actives 0.52% (n = 330,000); P00811;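 also: potency is read from the fitted curve at half-maximal effect; plate controls were no compound for no effect and no enzyme for full effect; nearly all actives have a fitted effect of over 20% in size; some results filed as inactive show a strong effect at the top dose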
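20 mM phosphate pH 7.0 + 0.01% (detergent screen) or 0.0001% Triton X-100; 5.3 nM AmpC reagent; cpd preinc 15 min RT; nitrocefin (800 uM stock) to start; A480 q20 s × 4 min; Activity was normalised to no-enzyme and no-compound control wells.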
AMA1 RON2 block – qHTS for Inhibitors of AMA1-RON; Towards Development of Antimalarial Drug Lead: Primary Screen | AlphaScreen AMA1-biotinylated RON2 peptide binding | Potency, µM (top dose mostly 58.2 µM), inactives show at the highest dose activity change, negative = inhibition, most hits filed as inhibitors | actives 0.2% (n = 360,000) | AID 720542, 2013;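 also: potency is read from the fitted curve at half-maximal effect; 0% = vehicle wells and -100% = peptide control; nearly all actives have a fitted effect of over 45% in size; some results filed as inactive show a strong effect at the top dose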
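AMA1 (3D7) with his tag at 25 nM final met compounds first, then biotinylated RON2 peptide at 25 nM; detection used donor plus acceptor beads, 10 µg/mL apiece, read by AlphaScreen after 30 min at room temperature.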
HCMV inh – qHTS Assay for inhibitors of the human cytomegalovirus (HCMV); activity change, negative = inhibition, % at 57.5 µM; HFF cells, HCMV-luciferase reporter, 72 h; stronger effect = lower value; actives 4.5% (n = 410,000); in the data active = activity change below about -60%; inconclusive = no clear call, values can overlap the other calls; inactive = above about -39%; also: % is scaled to controls: 0 for no effect and ±100 for the full control effect
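Two-dose cell screen: HFF monolayers treated with compounds and infected with luciferase-expressing HCMV at 1 PFU/cell, 72 h at 37C, then lysed for luciferase measurement.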
CHX counter – Cycloheximide Counterscreen for Small Molecule Inhibitors of Shiga Toxin. cell reporter, cycloheximide protein synthesis inhibition counterscreen. max response, %. actives 12% (n = 300,000); in the data active = max response mostly above about 13%, no sharp cut-off; inactive = mostly below about 14%; also: read at 38.3 µM for the half of the compounds with a filed dose; 0% is about no effect
* hit, by the source's call; ? = inconclusive; . = not tested or not shown; [ ] = remark or other dose. Unless noted, calls follow the shape of the dose curve; as a rule, active = well fitted curve in the direction sought with a large enough effect; inconclusive = small, poorly fitted or top-dose-only effect, or another doubt; inactive = no such curve, though single readings can be large; an effect the other way counts as inactive or inconclusive. The order is random; overall some 16% were active at least once.

1	Cc1cc(NS(=O)(=O)c2ccc(NC(=O)NC3CCCCC3)cc2)no1
2	CCNC(=S)N1CCN(c2ccccn2)CC1
3	COc1ccc(OC)c(NC(=O)COC(=O)Cc2ccsc2)c1
4	O=C(Nc1ccc(F)cc1)C1CCCCC1
5	CCCNC(=S)Nc1cccc(C(F)(F)F)c1
6	CC(C)OCc1c(C(=O)Nc2nccs2)oc2ccccc12

entry no.,1,2,3,4,5,6
AmpC detergent,0%,-7%,.,-12%,1%,-6%
Shiga inhibitor,-5,-11,.,34,-7,9
Giardia FBPA inh,8%,3%,.,-8%,2%,-9%
AmpC no deterg,-11%,-16%,-12%,-17%,-44%,-1%
AMA1 RON2 block,-8%,117%[activator],-7%,8%,13%[11.6 µM],55%[activator]
HCMV inh,1,2,1,-23,-8,97
CHX counter,1,1,.,12,0,15

7	COc1ccccc1NC(=O)c1ccc(N)cc1
8	CSc1nnc2c(n1)OC=Nc1ccccc1-2
9	Cc1c(Cl)cccc1NCC(=O)Nc1ccc(Cl)cc1F
10	CCO/C=N/c1c(C#N)c2c(c(=S)n1C)COC(C)(C)C2
11	OCC(O)C(O)C(O)C(O)C1NCCS1 (stereo unspecified)
12	C=CCNC(=O)NC(=O)COC(=O)[C@H](C)NS(=O)(=O)c1c(C)c(C)cc(C)c1C

entry no.,7,8,9,10,11,12
AmpC detergent,-1%,-6%,-2%,-10%,-5%,-1%
Shiga inhibitor,60*,17,37,-20,-2,-3
Giardia FBPA inh,0%,-3%,4%,-4%,6%,5%
AmpC no deterg,-8%,-14%,-17%,-14%,-8%,-3%
AMA1 RON2 block,-5%,-8%,7%,-4%,8%,-2%
HCMV inh,39,29,-20,-7,-7,-34
CHX counter,16*,-2,11,-1,6,-6

In the list so far, 2 contain an aryl methoxy group:
3	COc1ccc(OC)c(NC(=O)COC(=O)Cc2ccsc2)c1
7	COc1ccccc1NC(=O)c1ccc(N)cc1

entry no.,3,7
AmpC detergent,.,-1%
Shiga inhibitor,.,60*
Giardia FBPA inh,.,0%
AmpC no deterg,-12%,-8%
AMA1 RON2 block,-7%,-5%
HCMV inh,1,39
CHX counter,.,16*

More compounds follow:
13	Cn1c(=O)c2c(nc(CN3CCN(C(c4ccccc4)c4ccccc4)CC3)n2CC(N)=O)n(C)c1=O
14	CC1CCCC(NC(=O)C2CCN(S(=O)(=O)N3CCCCC3)CC2)C1C (stereo unspecified)
15	Cc1ccnc(SCc2cc(=O)c(OC(=O)c3cccs3)co2)n1
16	CSc1ncccc1C(=O)Nc1nc2c(C)cccc2s1
17	O=C(NCCNC(=O)c1ccccn1)c1ccc(F)cc1
18	COC(=O)[C@@]1(Cc2ccccc2)[C@H]2C(=O)N(C)C(=O)[C@H]2[C@H]2CN=C(SCC3CC3)N21

entry no.,13,14,15,16,17,18
AmpC detergent,-4%,10%,1%,-8%,1%,.
Shiga inhibitor,41,37,18,22,-10,.
Giardia FBPA inh,0%,15%,-3%,5%,-2%,.
AmpC no deterg,9%,-11%,-20%,-21%,-6%,172%[activator]
AMA1 RON2 block,19%,0%,?,6%,4%,0%
HCMV inh,-5,27,-8,-2,-27,-5
CHX counter,-5,2,-1,9,-3,.

19	Cc1ccc(S(=O)(=O)N2CCC[C@H]2C(=O)Nc2ccccc2Cl)cc1
20	O=C(Nc1ncnc2sc3c(c12)CCCCC3)c1ccccc1
21	CCCOc1ccc(-c2csc3nc[nH]c(=O)c23)cc1
22	Cc1cccc(C(=O)Nc2ccccc2SCC(=O)Nc2ccc(C)c(Cl)c2)c1
23	CCCCn1c(N)c(N(CCOC)C(=O)c2ccc(N3CCCC3)c([N+](=O)[O-])c2)c(=O)[nH]c1=O
24	Cc1ccc(C)c(NC(=O)CNC(=O)N2CC(=O)Nc3ccccc32)c1

entry no.,19,20,21,22,23,24
AmpC detergent,.,-8%,-1%,-10%,?,-2%
Shiga inhibitor,.,-10,47*,17,.,14
Giardia FBPA inh,.,10%,-3%,2%,.,-3%
AmpC no deterg,-5%,-2%,-13%,-24%,11%,2%
AMA1 RON2 block,9%,47%[activator],1%,4%,-1%,26%
HCMV inh,-12,-20,-5,-16,-10,-3
CHX counter,.,-1,41*,22*,.,-3

Complete entries from above:
`CCCCn1c(N)c(N(CCOC)C(=O)c2ccc(N3CCCC3)c([N+](=O)[O-])c2)c(=O)[nH]c1=O` reads AmpC detergent: ?; Shiga inhibitor: .; Giardia FBPA inh: .; AmpC no deterg: 11%; AMA1 RON2 block: -1%; HCMV inh: -10; CHX counter: .
`Cc1ccc(C)c(NC(=O)CNC(=O)N2CC(=O)Nc3ccccc32)c1` reads AmpC detergent: -2%; Shiga inhibitor: 14; Giardia FBPA inh: -3%; AmpC no deterg: 2%; AMA1 RON2 block: 26%; HCMV inh: -3; CHX counter: -3

New compounds follow:
25	CCOc1ccc(NC(=S)c2ccncc2)cc1
26	CCOC(=O)C1CCCN(C(=O)CSc2nccn2C)C1 (stereo unspecified)
27	O=C(CSc1nnc(-c2cccnc2)n1Cc1ccccc1)N1CCOCC1
28	O=C(CCCCl)Nc1c2c(nn1-c1ccccc1)CSC2
29	CCC1(c2ccc(Cl)cc2)NC(=O)N(CC(=O)NC2CCCC(C)C2C)C1=O (stereo unspecified)
30	CCC1(c2ccccc2)NC(=O)N(CC(=O)Nc2cccc(C#N)c2)C1=O (stereo unspecified)

entry no.,25,26,27,28,29,30
AmpC detergent,?,-18%,-16%,-1%,-14%,?
Shiga inhibitor,26,38,-10,8,.,-11
Giardia FBPA inh,?,-6%,-1%,-8%,.,5%
AmpC no deterg,-11%,-9%,2%,-25%,-4%,-34%
AMA1 RON2 block,1%,1%,2%,-11%,-10%,13%
HCMV inh,?,-7,34,-6,13,15
CHX counter,15,-1,2,-1,.,2

31	Cn1c(SCC(=O)Nc2cccc(O)c2)nnc1-c1ccc(S(=O)(=O)N2CCOCC2)cc1
32	O=C(NCC(=O)N(Cc1cccs1)C(C(=O)NC1CCCCC1)c1ccco1)c1ccco1 (stereo unspecified)
33	CCc1ccc(NC(=O)COC(=O)c2ccc(Cl)c(S(=O)(=O)N3CCCCCC3)c2)cc1
34	C=CCc1c(C)[nH]c2ccc(C)cc2c1=O
35	COc1ccccc1CCN=C(N)NS(=O)(=O)c1ccccc1F
36	COc1ccc(OCC(=O)Nc2ccccc2OC)cc1

entry no.,31,32,33,34,35,36
AmpC detergent,1%,?,-16%,-3%,2%,-11%
Shiga inhibitor,4,13,-4,70*,-5,17
Giardia FBPA inh,3%,-1%,2%,2%,.,4%
AmpC no deterg,-18%,-7%,-32%,-13%,-19%,-19%
AMA1 RON2 block,3%,-26%,0%,0%,17%,38%[activator]
HCMV inh,-70*,-23,13,-2,37,-19
CHX counter,-2,3,-3,31*,6,10

37	CCCCn1c(=O)c(CCC(=O)OCC(=O)Nc2cc(Cl)ccc2OC)nc2ccccc21
38	CC(=O)OCCN1C(=O)c2cccnc2C1=O
39	CCOC(=O)N/N=C\c1ccc(C)s1
40	CC(C)C(NS(=O)(=O)c1ccc2c(c1)oc(=O)n2C)C(=O)N1CCN(C2CCCCC2)CC1 (stereo unspecified)
41	C=CCNC(=O)CN1C(=O)NC(C)(c2ccc(OC)cc2)C1=O (stereo unspecified)
42	COC(=O)NCN1C(=O)C2C3C=CC(C3)C2C1=O (stereo unspecified)

entry no.,37,38,39,40,41,42
AmpC detergent,2%,-9%,-1%,?,-8%,-3%
Shiga inhibitor,14,12,68*,-2,-3,-6
Giardia FBPA inh,6%,0%,1%,2%,1%,8%
AmpC no deterg,-19%,-11%,-28%,1%,1%,-3%
AMA1 RON2 block,1%[11.6 µM],7%,0%,-3%,9%,9%
HCMV inh,2,-11,-2,.,-99*,-14
CHX counter,-2,-4,29*,4,-3,-2

43	CN1CCN(NC(=O)C23CC4CC(CC(C4)C2)C3)CC1
44	CN(C(=O)c1ccc(=O)[nH]c1)C1(C(=O)NC2CCCCC2)CCCCC1
45	COc1cccc(NC(=S)N/N=C2/CCCCc3ccccc32)c1
46	CCCCn1c(-c2csc3c2CCC(C)C3)n[nH]c1=S (stereo unspecified)
47	CC(C)c1ccc(NC(=O)C2C3C=CC4(O3)C2C(=O)N(CCN2CCOCC2)C4C(=O)NC2CCCCC2)cc1 (stereo unspecified)
48	COC(=O)Nc1ccc(S(=O)(=O)NC2CCCCC2)cc1

entry no.,43,44,45,46,47,48
AmpC detergent,-11%,1%,-1%,3%,-1%,-1%
Shiga inhibitor,-12,-24,55*,-11,-3,13
Giardia FBPA inh,7%,-7%,-3%,17%,12%,.
AmpC no deterg,-14%,4%,-38%,-18%,43%,-34%
AMA1 RON2 block,-4%,22%,37%[activator],11%,8%,-2%
HCMV inh,-22,13,11,-61*,17,-19
CHX counter,-2,-3,42*,-3,11,-4

49	CN(C(=O)CSCC(=O)O)C1CCCCC1
50	NC(=O)c1sc2nc(-c3ccco3)ccc2c1N
51	COc1cc(/C=C/C(=O)NC(C)C)ccc1OCc1ccccc1
52	O=C(CCN1CCN(c2ccccc2)CC1)Nc1cccc(Br)c1
53	CCOC(=O)C1=C(C)NC(C)=C(C(=O)OCC)C1C(=O)OCC(=O)N1CCOCC1
54	O=C(CCc1ccccc1)Nc1nnc(-c2ccc3c(c2)CCCC3)o1

entry no.,49,50,51,52,53,54
AmpC detergent,2%,4%,-1%,2%,.,?
Shiga inhibitor,10,110*,38,-14,.,-21
Giardia FBPA inh,3%,-20%,0%,-2%,.,7%
AmpC no deterg,-16%,-36%,-6%,28%,8%,-17%
AMA1 RON2 block,8%,-14%,4%,-10%,0%,138%[activator]
HCMV inh,-23,16,18,-6,1,15
CHX counter,5,37*,-1,-7,.,-3

55	COc1cccc(Nc2nc(NCCO)c3ccccc3n2)c1
56	CCOn1c(=O)c(-c2ccc(OC)cc2)[n+]([O-])c2ccccc21
57	CCN1C(C(=O)c2ccccc2)=C(Nc2ccccc2C)c2ccccc2S1(=O)=O
58	Cc1nn(C)c(C(=O)N/N=C/c2cccnc2)c1Cl
59	CC1CCCCC1NC(=O)c1cn(C)c2ccc(S(=O)(=O)N3CCOCC3)cc2c1=O (stereo unspecified)
60	O=C(CN1CCN(S(=O)(=O)c2cccs2)CC1)NCC1CCCCC1
61	Cc1ccc2nc3c(cc(C#N)c(=O)n3CCN3CCOCC3)c(=O)n2c1
62	COc1ccc(S(=O)(=O)N2CCNC(=O)CC2)cc1

entry no.,55,56,57,58,59,60,61,62
AmpC detergent,1%,?,-3%,-3%,1%,-6%,-14%,-14%
Shiga inhibitor,50*,21,-9,-20,-16,.,-18,-10
Giardia FBPA inh,-18%,-7%,12%,.,0%,.,-3%,.
AmpC no deterg,2%,11%,-15%,-6%,146%[activator],38%,-5%,-13%
AMA1 RON2 block,-18%,-8%,-19%[11.6 µM],4%,9%,-7%,.,-6%
HCMV inh,-4,56,-28,?,-1,3,.,3
CHX counter,10,2,8,-2,1,.,1,-1
